High-throughput results: PubChem BioAssay, several laboratories
Yeast growth inh: growth inhibitors of yeast BB579 in restrictive medium, primary screen, yeast lifespan-shortening project, S. cerevisiae; OD615, 48 h; inhibition, % at 10 µM; 0.51% of 140,000 active;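 active means inhibition above a set limit, 3 SD over the mean compound inhibition, cut at about 44% in these data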; further: inactives centre near -24
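test system = yeast BB579 (DeaD) | buffer or medium = restrictive CSMM-D medium | doses = single compound dose of 10 µM, 0.25% DMSO final | times = 4 h preincubation and 48 h exposure at 30 °C | technique = culture absorbance at 615 nm | benchmarks = amphotericin B 10 µg/mL, positive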
MRP1 act: H69AR viability gain despite doxorubicin, primary screen, MRP-1 activator project, H69AR cells, CellTiter-Glo | viability rescue | viability increase, % at 10 µM | 0.61% of 140,000 active | AID 799, 2007;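 active means viability gain under doxorubicin at or above a set limit, the compound median plus 3 SD, cut at about 4.7% in these data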;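 further: MRP-1 overexpressing cells given doxorubicin 25 µM after compound pretreatment; 18-22 h compound pretreatment then 72 h with doxorubicin before readout; 0% = doxorubicin-only wells and 100% = vehicle-treated cells without doxorubicin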
HCT116 bCat-KO: primary screen for growth suppressors in beta-catenin knockout HCT116 cells (colon tumor, human); viability, % at 10 µM; HCT116 beta-catenin knockout viability, CellTiter-Glo, 60 h; hits give low values; 1.5% of 140,000 active;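 active means viability at or under a set limit, the compound median less 4 SD, cut at about 6% in these data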;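 further: 0% = Hyamine 1622 control at 20 µM and 100% = untreated cell control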
E-sel TNF inh: E-selectin induction blockers in HUVEC – imaging, immunofluorescence, high content, primary screen. AID 1246, 2008. 0.71% of 120,000 active. HUVEC TNFa-induced E-selectin immunofluorescence. inhibition, % at 2 µM;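 active means inhibition above the batch mean plus 3 SD, and confirmed as a hit on visual image review, cut at about 43% in these data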;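 further: 0% = TNF-stimulated DMSO wells and 100% = unstimulated control wells; not every result past the cut was called active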
NPY Y2 blocker: NPY-Y2 receptor antagonists, primary screen, cell-based; Neuropeptide Y receptor type 2 (Homo sapiens), P49146; NPY-Y2 expressing cells, antagonist mode; inhibition, % at 2.7 µM; 0.99% of 140,000 active; in the data active means inhibition above about 17%;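 further: 0% = vehicle with agonist challenge and 100% = reference antagonist with challenge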
Target sequence (P49146 whole entry, looked up): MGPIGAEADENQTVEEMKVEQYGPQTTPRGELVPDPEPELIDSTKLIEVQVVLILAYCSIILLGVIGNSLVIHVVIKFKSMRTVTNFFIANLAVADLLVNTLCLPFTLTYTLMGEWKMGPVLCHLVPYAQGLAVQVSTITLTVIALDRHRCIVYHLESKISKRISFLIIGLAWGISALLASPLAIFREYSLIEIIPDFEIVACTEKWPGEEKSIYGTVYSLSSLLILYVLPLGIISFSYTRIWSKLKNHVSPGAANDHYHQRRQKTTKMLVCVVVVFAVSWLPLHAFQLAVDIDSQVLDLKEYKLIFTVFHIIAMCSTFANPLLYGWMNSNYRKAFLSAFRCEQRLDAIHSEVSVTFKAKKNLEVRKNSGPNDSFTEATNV
PTEN del growth: growth suppression of PTEN-null HCT116, primary screen, cell-based, CellTiter-Glo | HCT116 PTEN-null viability, 60 h; hits give low values | viability, % at 10 µM | 1.2% of 140,000 active | AID 827, 2007;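 active means viability at or below a set limit, 4 SD under the median of all tested compounds, cut at about 3.7% in these data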;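 further: PTEN knockout HCT116 line with beta catenin targeted HCT116 as companion control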
Yeast lifespan up: compounds extending yeast replicative lifespan, primary screen, S. cerevisiae, OD615; inhibition of the nicotinamide effect, % at 10 µM; 0.68% of 130,000 active; AID 775, 2007; S. cerevisiae growth with nicotinamide; deaD strain in restrictive glucose medium;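 active means inhibition above a set limit, placed 3 SD over the median of all compounds, cut at about 26% in these data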;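 further: 0% = nicotinamide-treated wells and 100% = cells grown without nicotinamide; some compounds called inactive have numbers as strong as hits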
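Buffer or medium: CSMM-D glucose medium, restrictive; test system: modified budding yeast, DeaD strain; compound: single dose 10 µM compound, 0.25% DMSO; schedule: culture preincubation 4 h, compound exposure 48 h, both 30 °C; detection: optical density (absorbance) at 615 nm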
GALR2 antag: GALR2 antagonists in receptor-expressing cells, primary screen; 0.39% of 140,000 active; inhibition, % at 4 µM; Galanin receptor type 2 (Homo sapiens), O43603; antagonist mode; in the data active means inhibition above about 27%;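 further: cells stimulated with galanin 1-16 at roughly its EC80; 0% = agonist challenge control and 100% = basal control without agonist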
Target sequence (O43603 whole entry, looked up): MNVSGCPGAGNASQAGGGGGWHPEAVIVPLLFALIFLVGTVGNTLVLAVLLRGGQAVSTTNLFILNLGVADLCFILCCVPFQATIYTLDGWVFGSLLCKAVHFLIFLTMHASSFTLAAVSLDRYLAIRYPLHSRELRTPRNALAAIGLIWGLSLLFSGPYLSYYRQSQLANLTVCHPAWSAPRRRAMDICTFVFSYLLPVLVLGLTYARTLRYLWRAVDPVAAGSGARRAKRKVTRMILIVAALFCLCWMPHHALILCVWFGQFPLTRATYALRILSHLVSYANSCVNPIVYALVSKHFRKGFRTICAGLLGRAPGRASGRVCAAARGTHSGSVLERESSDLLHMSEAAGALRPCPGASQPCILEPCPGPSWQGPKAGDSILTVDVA
Phagocyt inh: inhibitors of macrophage phagocytosis, primary screen, imaging, J774A.1 cells, IgG beads; AID 1029, 2008; 0.07% of 110,000 active; inhibition, % at 5 µM; J774A.1 macrophage IgG-bead phagocytosis;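 active means inhibition above the mean of the plate negative controls plus 5 SD, cut at about 13% in these data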;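 further: phagocytic index as fraction of beads internalized from green versus red external bead signal; plate controls were DMSO negative control for no effect and cytochalasin-D positive control for full effect; some results beyond the cut were filed as inactive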
Measles CPE: compounds protecting cells from measles virus cytopathic effect, primary screen, measles RdRp inhibitor project, single point, MLSMR library, absorbance; Measles virus-infected cells, CPE protection; protection (pct of control), % at 4 µM; 1.5% of 140,000 active; in the data active means protection mostly above about 24%, no sharp cut-off; inactive means mostly below about 26%; further: some compounds called inactive have numbers as strong as hits
Active calls of the source: *.

What do the screens show for `N#C/C(=C\c1ccc(-c2cccc(Cl)c2)o1)C(=O)Nc1cccc2cccnc12`?
Yeast growth inh: -88.1; MRP1 act: -1.6; HCT116 bCat-KO: 114.3; E-sel TNF inh: 9.3; NPY Y2 blocker: 1.3; PTEN del growth: 104.9; Yeast lifespan up: -9.1; GALR2 antag: 7.8; Phagocyt inh: -0.1; Measles CPE: 8.2

How did Clc1ccccc1-c1ccc(/C=N/n2cnnc2)o1 do in these assays?
Yeast growth inh: 2.2; MRP1 act: -0.5; HCT116 bCat-KO: 104.5; NPY Y2 blocker: -1.1; PTEN del growth: 116.2; Yeast lifespan up: -11.8; GALR2 antag: -2.9; Phagocyt inh: -1.0; Measles CPE: 3.4

What do the screens show for `Cc1noc(C)c1S(=O)(=O)NCC(=O)O`?
Yeast growth inh: -47.7; MRP1 act: 0.1; HCT116 bCat-KO: 93.9; NPY Y2 blocker: -0.5; PTEN del growth: 98.9; Yeast lifespan up: -0.6; GALR2 antag: -16.1; Phagocyt inh: -1.5; Measles CPE: 13.6

What do the screens show for `COc1ccc(C(=O)N2c3ccccc3C=CC2C#N)cc1` (configuration not stated)?
Yeast growth inh: -16.9; MRP1 act: -4.3; HCT116 bCat-KO: 28.4; E-sel TNF inh: -12.2; NPY Y2 blocker: 3.4; PTEN del growth: 38.1; Yeast lifespan up: 2.6; GALR2 antag: 0.5; Phagocyt inh: -8.3; Measles CPE: 2.4

Results for Cc1ccc(C(=O)Nc2ccc(O)cc2C(=O)O)cc1 ?
Yeast growth inh: -62.1; MRP1 act: -0.5; HCT116 bCat-KO: 105.5; E-sel TNF inh: 61.1*; NPY Y2 blocker: 0.3; PTEN del growth: 114.7; Yeast lifespan up: 12.7; GALR2 antag: -2.2; Phagocyt inh: -0.6; Measles CPE: 1.9

What do the screens show for `CCN(CC)S(=O)(=O)c1cccc(C(=O)c2c(C)cc3ccccn23)c1`?
Yeast growth inh: -52.5; MRP1 act: 4.8*; HCT116 bCat-KO: 66.3; NPY Y2 blocker: 4.2; PTEN del growth: 76.7; Yeast lifespan up: 11.6; GALR2 antag: -5.8; Phagocyt inh: -7.2; Measles CPE: 9.9

What do the screens show for `CCC(=O)Nc1sc2c(c1C(N)=O)CCN(C(C)=O)C2`?
Yeast growth inh: -30.8; MRP1 act: -2.4; HCT116 bCat-KO: 100.3; E-sel TNF inh: -12.9; NPY Y2 blocker: 2.5; PTEN del growth: 104.9; Yeast lifespan up: -2.1; GALR2 antag: 10.3; Measles CPE: 18.7

What do the screens show for `COCCn1nnnc1C(c1ccccc1OC)N1CCN(c2ccccc2)CC1` (configuration not stated)?
Yeast growth inh: -45.7; MRP1 act: 0.0; HCT116 bCat-KO: 103.6; E-sel TNF inh: 16.4; NPY Y2 blocker: 3.8; PTEN del growth: 93.8; Yeast lifespan up: -4.4; GALR2 antag: 0.1; Phagocyt inh: -0.9; Measles CPE: 5.1

What do the screens show for `Cc1ccc(Cl)cc1NC(=O)c1cccc(OC(F)F)c1`?
Yeast growth inh: -30.2; MRP1 act: -0.3; HCT116 bCat-KO: 77.4; E-sel TNF inh: -9.3; NPY Y2 blocker: 1.6; PTEN del growth: 74.3; Yeast lifespan up: -13.1; GALR2 antag: 5.7; Phagocyt inh: 1.3; Measles CPE: 2.8

What do the screens show for `O=c1c(C=Nc2ccc(Oc3ccccc3)cc2)c[nH]n1-c1cccc(Cl)n1`?
Yeast growth inh: -32.2; MRP1 act: -3.5; HCT116 bCat-KO: 92.2; E-sel TNF inh: -37.6; NPY Y2 blocker: 0.9; PTEN del growth: 85.4; Yeast lifespan up: -0.2; GALR2 antag: 2.2; Measles CPE: 10.4

How did Cc1cc(OCC(=O)O/N=C(\N)c2ccccc2)ccc1Br do in these assays?
Yeast growth inh: -16.4; MRP1 act: -0.4; HCT116 bCat-KO: 85.0; E-sel TNF inh: 12.9; NPY Y2 blocker: 10.6; PTEN del growth: 89.1; Yeast lifespan up: -3.9; GALR2 antag: -7.3; Phagocyt inh: -1.1; Measles CPE: 4.7

Results for CCCN1Cc2cccc(C(=O)N3CCN(c4cc(Cl)ccc4C)CC3)c2C1=O ?
Yeast growth inh: -40.0; MRP1 act: -0.2; HCT116 bCat-KO: 54.4; E-sel TNF inh: 2.0; NPY Y2 blocker: 1.9; PTEN del growth: 64.8; Yeast lifespan up: -9.1; GALR2 antag: 2.6; Phagocyt inh: 0.3; Measles CPE: 2.3

What do the screens show for `O=c1cc(-c2cccc3ccccc23)[nH][nH]1`?
Yeast growth inh: -19.2; MRP1 act: -2.5; HCT116 bCat-KO: 97.9; E-sel TNF inh: -7.2; NPY Y2 blocker: -3.5; PTEN del growth: 103.9; Yeast lifespan up: -7.2; GALR2 antag: 0.9; Measles CPE: 5.0

What do the screens show for `Cc1ccc(SCC(=O)Nc2ccccc2C(=O)N2CCOCC2)cc1`?
Yeast growth inh: -13.4; MRP1 act: 1.5; HCT116 bCat-KO: 84.8; E-sel TNF inh: -18.6; NPY Y2 blocker: 0.3; PTEN del growth: 91.4; Yeast lifespan up: 0.9; GALR2 antag: -14.2; Phagocyt inh: -12.8; Measles CPE: 4.7

What do the screens show for `N#CCSc1nc2c(cc1C#N)CCCC2`?
Yeast growth inh: -30.0; MRP1 act: -0.9; HCT116 bCat-KO: 98.4; E-sel TNF inh: 5.3; NPY Y2 blocker: -0.8; PTEN del growth: 92.2; Yeast lifespan up: -25.7; GALR2 antag: -2.4; Phagocyt inh: -0.2; Measles CPE: 4.1

Results for CCCc1cc(C(=O)NNC(=S)Nc2cccc(C)c2)cs1 ?
Yeast growth inh: -7.7; MRP1 act: -3.6; HCT116 bCat-KO: 84.4; NPY Y2 blocker: 4.0; PTEN del growth: 81.9; Yeast lifespan up: -4.7; GALR2 antag: 2.3; Phagocyt inh: -2.8; Measles CPE: 16.1

Results for CC1=C(C#N)C(=O)OC(C)(C)C1 ?
Yeast growth inh: -56.4; HCT116 bCat-KO: 104.4; NPY Y2 blocker: 2.0; PTEN del growth: 101.4; Yeast lifespan up: 14.8; GALR2 antag: 7.4; Phagocyt inh: -4.6; Measles CPE: 8.8

What do the screens show for `Cc1ccc2[nH]c3c(N4CCCCCC4)ncnc3c2c1`?
Yeast growth inh: -18.0; MRP1 act: -2.8; HCT116 bCat-KO: 5.1*; NPY Y2 blocker: 5.0; PTEN del growth: 9.4; Yeast lifespan up: -28.3; GALR2 antag: 37.8*; Phagocyt inh: -5.7; Measles CPE: 7.4

How did CCn1c(CNc2cccc(Cl)c2)nnc1SCC(=O)OC1CCCCC1 do in these assays?
Yeast growth inh: -0.4; MRP1 act: -0.2; HCT116 bCat-KO: 96.8; E-sel TNF inh: -9.9; NPY Y2 blocker: 4.0; PTEN del growth: 97.7; Yeast lifespan up: 0.0; GALR2 antag: 11.7; Phagocyt inh: 0.2; Measles CPE: 24.0

How did O=C(COc1ccc(Cl)cc1Cl)NCc1ccncc1 do in these assays?
Yeast growth inh: -16.2; MRP1 act: -1.4; HCT116 bCat-KO: 94.2; E-sel TNF inh: -7.2; NPY Y2 blocker: -2.5; PTEN del growth: 87.4; Yeast lifespan up: -21.0; GALR2 antag: -12.3; Phagocyt inh: 0.1; Measles CPE: 23.7

Results for CC(C)c1cc(C(=O)N/N=C/c2cccnc2)cs1 ?
Yeast growth inh: -29.1; MRP1 act: -0.1; HCT116 bCat-KO: 69.5; NPY Y2 blocker: 3.6; PTEN del growth: 69.0; Yeast lifespan up: -6.7; GALR2 antag: 11.6; Phagocyt inh: 2.4; Measles CPE: 4.7

How did O=C(Nc1cccc(C(=O)N2CCOCC2)c1)NC1CCCCC1 do in these assays?
Yeast growth inh: -22.6; MRP1 act: -0.1; HCT116 bCat-KO: 94.3; E-sel TNF inh: 5.2; NPY Y2 blocker: 0.3; PTEN del growth: 106.9; Yeast lifespan up: -13.4; GALR2 antag: -9.1; Phagocyt inh: -0.5; Measles CPE: 9.0

What do the screens show for `C=CCOC(=O)CCP(=O)(CCC(=O)OCC=C)c1ccccc1`?
Yeast growth inh: -14.4; MRP1 act: -1.0; HCT116 bCat-KO: 97.7; E-sel TNF inh: -8.3; NPY Y2 blocker: 0.7; PTEN del growth: 92.8; Yeast lifespan up: -1.5; GALR2 antag: 2.4; Phagocyt inh: -3.2; Measles CPE: 2.4

What do the screens show for `O=C(COc1ccccc1)Nc1ccc(S(=O)(=O)N2CCCCCC2)cc1`?
Yeast growth inh: -1.5; MRP1 act: 0.7; HCT116 bCat-KO: 75.7; NPY Y2 blocker: 0.5; PTEN del growth: 69.8; Yeast lifespan up: -5.4; GALR2 antag: -10.7; Phagocyt inh: -1.2; Measles CPE: 36.0

How did CNC(=O)NCCN1CCCC1=O do in these assays?
Yeast growth inh: -22.9; MRP1 act: 0.8; HCT116 bCat-KO: 100.4; E-sel TNF inh: -1.4; NPY Y2 blocker: -0.8; PTEN del growth: 110.1; Yeast lifespan up: 3.1; GALR2 antag: -4.5; Phagocyt inh: -1.7; Measles CPE: 11.1

What do the screens show for `C=C(C)CSc1nnc(-c2cc(OC)c(OC)c(OC)c2)n1N`?
Yeast growth inh: -47.9; MRP1 act: -1.4; HCT116 bCat-KO: 97.1; NPY Y2 blocker: 0.7; PTEN del growth: 96.2; Yeast lifespan up: 2.2; GALR2 antag: 7.9; Phagocyt inh: 0.0; Measles CPE: 6.7

What do the screens show for `COc1cc(C)nc(OCCNC(=O)COc2ccc(Cl)cc2C)n1`?
Yeast growth inh: -48.9; MRP1 act: -0.9; HCT116 bCat-KO: 97.6; E-sel TNF inh: -1.9; NPY Y2 blocker: 3.3; PTEN del growth: 105.1; Yeast lifespan up: -12.9; GALR2 antag: 15.1; Phagocyt inh: -0.8; Measles CPE: 20.5

What do the screens show for `Cc1ccc(NC(=S)N/N=C/c2ccc([N+](=O)[O-])s2)cc1`?
Yeast growth inh: -31.9; MRP1 act: -4.6; HCT116 bCat-KO: 1.6*; E-sel TNF inh: -5.4; NPY Y2 blocker: -2.8; PTEN del growth: 1.8*; Yeast lifespan up: -3.0; GALR2 antag: -5.2; Phagocyt inh: -0.7; Measles CPE: 20.4

How did O=C(CSc1ccc(Cl)cc1)N1CCN(c2ccc([N+](=O)[O-])cc2Cl)CC1 do in these assays?
Yeast growth inh: -21.3; MRP1 act: -2.2; HCT116 bCat-KO: 75.3; NPY Y2 blocker: 4.3; PTEN del growth: 58.0; Yeast lifespan up: -1.9; GALR2 antag: 6.4; Phagocyt inh: 1.2; Measles CPE: 3.5
